GAA spleen mod: qHTS Assay for Inhibitors and Activators of Human alpha-Glucosidase From Spleen Homogenate; Potency, µM (series often up to 79.9 µM), for inactives: at the top dose activity change, negative = inhibition, usual class: inhibitors; AID 2112, 2009; Lysosomal alpha-glucosidase (Homo sapiens), P10253; human spleen homogenate, 4-MU-alpha-glucoside fluorescence; 240,000 tested, 0.006% active;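 note: 0% = enzyme with vehicle and -100% = no enzyme basal signal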
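Human spleen homogenate (1 ug) with 4-methylumbelliferyl-alpha-D-glucopyranoside (1 mM final) in 50 mM citrate/phosphate pH 5.0, 0.01% Tween-20; 40 min at 37 C. Stopped at pH 10; 4-MU fluorescence Ex 365/Em 440 nm; AC50 by Hill fit.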
GAA glycogen: qHTS Assay for Inhibitors and Activators of Human alpha-Glucosidase Cleavage of Glycogen. recombinant GAA, glycogen substrate, Amplex Red glucose oxidase fluorescence. Potency, µM (highest dose often 76.4 µM), for the others: top-dose activity change, negative = inhibition, most hits filed as inhibitors. 300,000 tested, 0.38% active;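 note: 0% = full enzyme reaction and -100% = no-enzyme basal signal; the screen sought inhibitors and activators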
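Recombinant human enzyme (4 nM); glycogen substrate; 37 C, 40 min, pH 5.0. Readout: coupled glucose oxidase/Amplex Red fluorescence.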
GLA spleen mod: qHTS Assay for Inhibitors and Activators of Human alpha-Galactosidase From Spleen Homogenate; Alpha-galactosidase A (Homo sapiens), P06280; human spleen homogenate, 4MU-alpha-Gal fluorescence, 40 min; Potency, µM (highest dose often 80 µM), for inactives: top-dose activity change, negative = inhibition, actives largely listed as inhibitors; 240,000 tested, 0.008% active; AID 2107, 2009;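 note: 0% = enzyme with vehicle and -100% = no enzyme basal signal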
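Inhibition or activation of alpha-galactosidase in human spleen homogenate is scored by 4-MU fluorescence after 40 min at 37C, pH 5.0, with 1 mM substrate. AC50s come from concentration-response fitted to the Hill equation.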
KDM4E inh: qHTS Assay for Inhibitors of Human Jumonji Domain Containing 2E (JMJD2E). JMJD2E catalytic domain, FDH-coupled NADH fluorescence (FDH is formaldehyde dehydrogenase). Lysine-specific demethylase 4E (Homo sapiens), B2RXH2. 230,000 tested, 1.6% active. Potency, µM (highest dose often 57.1 µM), inactives show at the top dose activity change, negative = inhibition, hits mostly inhibitors; active = well fitted inhibition curve with a large enough effect, not every such curve was filed as active; inconclusive = small, poorly fitted or top-dose-only effect, or another doubt; inactive = no such curve, though single readings can be large or run the other way;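 note: 0% = wells with enzyme and -100% = buffer wells without enzyme; nearly all actives have a fitted effect of over 50% in size; many of its hits are not listed in these tables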
Target sequence (B2RXH2 1-337 limits assumed): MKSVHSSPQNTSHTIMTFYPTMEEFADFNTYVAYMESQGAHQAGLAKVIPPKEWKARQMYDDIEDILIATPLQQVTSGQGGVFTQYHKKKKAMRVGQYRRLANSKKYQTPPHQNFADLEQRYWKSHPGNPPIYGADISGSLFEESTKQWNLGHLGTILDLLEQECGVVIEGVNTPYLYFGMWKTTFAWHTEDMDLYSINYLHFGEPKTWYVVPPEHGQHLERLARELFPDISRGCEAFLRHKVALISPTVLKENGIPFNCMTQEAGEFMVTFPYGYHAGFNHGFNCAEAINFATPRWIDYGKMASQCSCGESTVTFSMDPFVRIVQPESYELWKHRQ
ALDH1A1 block: qHTS Assay for Inhibitors of Aldehyde Dehydrogenase 1 (ALDH1A1); 220,000 tested, 7.3% active; AID 1030, 2008; Purified ALDH1A1, NADH fluorescence, propionaldehyde substrate; Potency, µM (titrated, usually from 75.3 µM), for the others: at the top dose activity, negative = inhibition, most hits filed as inhibitors; active = well fitted inhibition curve with a large enough effect, not every such curve was filed as active; inconclusive = small, poorly fitted or top-dose-only effect, or another doubt; inactive = no such curve, though single readings can be large or run the other way;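 note: plate controls were no enzyme wells and a reference inhibitor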
Target sequence (P00352 whole entry, looked up): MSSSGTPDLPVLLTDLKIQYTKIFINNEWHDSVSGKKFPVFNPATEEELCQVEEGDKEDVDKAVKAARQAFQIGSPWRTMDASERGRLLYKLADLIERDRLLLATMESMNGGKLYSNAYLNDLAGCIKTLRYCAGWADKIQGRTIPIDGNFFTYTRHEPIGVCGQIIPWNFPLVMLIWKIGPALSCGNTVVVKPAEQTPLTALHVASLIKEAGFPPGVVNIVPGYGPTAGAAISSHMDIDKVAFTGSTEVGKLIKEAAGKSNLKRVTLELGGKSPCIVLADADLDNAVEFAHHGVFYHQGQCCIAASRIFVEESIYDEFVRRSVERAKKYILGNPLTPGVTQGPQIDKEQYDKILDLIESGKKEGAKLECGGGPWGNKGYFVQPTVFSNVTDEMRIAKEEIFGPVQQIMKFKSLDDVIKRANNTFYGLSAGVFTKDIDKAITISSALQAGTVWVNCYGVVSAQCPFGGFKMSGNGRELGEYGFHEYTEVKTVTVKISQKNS
SMN2 splice up: qHTS Assay for Enhancers of SMN2 Splice Variant Expression; HEK293 SMN2-luciferase splicing reporter, luminescence, 30-36 h; Potency, µM (highest dose often 46.1 µM), for the others: at the highest dose activity change, positive = activation, most hits filed as activators; 210,000 tested, 2.8% active; AID 1458, 2008; note: % of control where 0% means no effect; nearly all actives have a fitted effect of over 55% in size
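HEK293 cells carry an SMN2 minigene-luciferase reporter in which exon 7 inclusion puts luciferase in frame. Cells were seeded at 2000 cells/well, attached for 10-12 hours, then exposed to compounds for 30-36 hours at 37C before ONE-Glo luminescence.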
GoLoco inh red: qHTS Assay for Inhibitors of RGS12 GoLoco Motif Activity (Red Fluorophore) | Guanine nucleotide-binding protein G(i) subunit alpha-1 (Homo sapiens), P63096 | Gai1:RGS12 GoLoco peptide FP, rhodamine, 10 min | Potency, µM (top dose mostly 61.6 µM), for inactives: top-dose activity, negative = inhibition, usual class: inhibitors | 230,000 tested, 0.44% active | AID 880, 2007; active = well fitted inhibition curve with a large enough effect, not every such curve was filed as active; inactive = no such curve, though single readings can be large or run the other way; note: % is set by controls: 0 for no effect and ±100 for the full control effect; nearly all actives have a fitted effect of over 30% in size; many of its hits are not listed in these tables
GAA inh: qHTS Assay for Inhibitors of Human alpha-Glucosidase as a Potential Chaperone Treatment of Pompe Disease; Lysosomal alpha-glucosidase (Homo sapiens), P10253; purified human GAA, 4-MU-alpha-glucoside fluorescence; Potency, µM (series often up to 76.9 µM), without a hit: at the highest dose activity change, negative = inhibition, most hits filed as inhibitors; 200,000 tested, 0.005% active;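 note: plate controls were uninhibited enzyme wells for no effect and no-enzyme background for full effect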
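qHTS format, compound range up to 77 uM. Human lysosomal enzyme at 4 nM, 400 uM 4-MU glucoside substrate, pH 5.0, 20 min room temperature; fluorescence after alkaline stop gives activity normalized to controls.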
Starred values were filed as active, the others as inactive; ? = inconclusive; nt = not tested or not shown; & = joins results of further samples; [ ] = remark or other dose. Unless noted, calls come from the whole dose curve; as a rule, active = well fitted curve in the direction sought with a large enough effect; inconclusive = small, poorly fitted or top-dose-only effect, or another doubt; inactive = no such curve, though single readings can be large; an effect the other way counts as inactive or inconclusive. Potency is the fitted concentration of half-maximal effect. This is a subset; the hit share may differ from the screen's.

no.	mol	GAA spleen mod	GAA glycogen	GLA spleen mod	KDM4E inh	ALDH1A1 block	SMN2 splice up	GoLoco inh red	GAA inh
1	CCOC(=O)c1cncc(C(=O)O)c1	-4%	2%	3%	1%	4%	-1%	0%	-4%
2	CC(C)(C)CC(=O)NCc1ccc(F)cc1	-7%	-4%	-15%	11%	14%	-10%	12%	-10%
3	O=S(=O)(Nc1nc2c(s1)CCCC2)c1ccc2ccccc2c1	-3%	3%	-5%	-3%	-17%	-41%[inhibitor]	10%	-2%
4	COc1ccc2c(Cl)c(-c3nnc(SCC(N)=O)n3C)sc2c1	-2%	-22%	-6%	-1%	-6%	-7%	3%	0%
5	O=C(c1nc2ccccc2[nH]1)c1ccccc1[N+](=O)[O-]	2%	3%	-7%	-2%	-11%	nt	5%	4%
6	COc1ccc(C2CC(c3ccc4ccccc4c3OC(C)=O)=NN2C(=O)/C=C/c2ccccc2)cc1 (configuration not stated)	13%	9%	2%	?	-4%	-3%	5%	7%
7	Cc1ccc(S(=O)(=O)NC(CC(=O)O)c2ccco2)cc1 (configuration not stated)	-9%	6%	-18%	0%	-3%	-5%	4%	-7%
8	COC(=O)c1[nH]c2cc(OC)ccc2c1N=CN(C)C	-3%	-26%	-6%	-15%	nt	nt	6%	nt
9	N#Cc1nc(-c2ccco2)oc1NCCN1CCOCC1	7%	?	11%	?	?	nt	-10%	-3%
10	COc1ccc(S(=O)(=O)CCC(=O)N2CC(=O)N(CCc3ccccc3)C(=O)C2)cc1	-5%	1%	5%	-1%	?	31%	10%	-9%
11	CCOC(=O)C1=C(N)N(c2cc(S(=O)(=O)N3CCOCC3)ccc2Cl)C(=O)C1	6%	4%	-4%	?	14µM*	-22%	-2%	-11%
12	COCCOC(=O)C1=C(N)OC2=C(C(=O)CC(C)(C)C2)C1c1cccnc1 (configuration not stated)	-2%	0%	9%	5%	-7%	-23%	5%	-4%
13	CCOC(=O)c1c(C)n(C)c2ccc(OCC(O)CN3CCN(C)CC3)cc12 (configuration not stated)	-2%	-13%	3%	-3%	-7%	15%	0%	-7%[15.4 µM]
14	CCOc1ncccc1C(=O)NCc1ccc(OC)cc1	-20%	7%	5%	-1%	0%	?	12%	-7%
15	O=c1c2ccccc2nc2c3ccccc3c(NCc3ccco3)nn12	3%	0%	3%	?	?	6%	6%	1%
16	CCC(C)N(C(=O)c1csnn1)C(C(=O)NCc1ccc(F)cc1)c1ccco1 (configuration not stated)	-5%	-1%	6%	-5%	-7%	2%	-5%	-1%
17	CCc1nnc(NC(=O)C2CCCCN2S(=O)(=O)c2ccccc2)s1 (configuration not stated)	11%	?	3%	5%	2%	6%	10%	3%
18	O=C(CSc1oc(-c2ccco2)nc1S(=O)(=O)c1ccc(Cl)cc1)NCC1CCCO1 (configuration not stated)	3%	0%	4%	-8%	-8%	12%	8%	-2%
19	CCC(=O)N1CCN(C(C)=O)C1c1ccccc1 (configuration not stated)	-5%	-3%	11%	5%	3%	25%	-1%	2%
20	CCOC(=O)C1=C(CC)OC(N)=C(C#N)C1c1cccs1 (configuration not stated)	-20%	-16%	9%	?	?	-6%	43%[activator]	3%
21	O=C(C[n+]1ccc(/C=N/O)cc1)NC1CCCCC1	-5%	-3%	-6%	8%	10%	-4%	5%	-1%
22	Cn1ncc([N+](=O)[O-])c1C(=O)Nc1ccc2c(c1)OCCO2	-5%	-17%	5%	6%	0%	-11%	-5%	5%
23	CN(C)C(=O)c1cccn(Cc2cccc(C(F)(F)F)c2)c1=O	4%	-4%	12%	-5%	?	23%	-22%	-18%
24	CCOC(=O)c1ccccc1NC(=O)c1n[nH]c(=O)c2ccccc12	-5%	-5%	5%	?	14%	-9%	11%	6%
25	COc1ccccc1NC(=S)NCc1ccco1	-6%	-8%	0%	-5%	-11%	11%	18%	-11%
26	C/C=C/c1cc(CN2CCN(c3ccc(OC)cc3)CC2)c(O)c(OC)c1	-2%	14µM*	-2%	4%	-12%	-3%	-4%	-3%
27	C=C(C)C(=O)Nc1cccc(C2=NOC3(C2)C[C@@H](C(N)=O)N(C(=O)/C=C/CC)C3)c1 (some centres not stated)	-19%	0%	2%	-13%	nt	nt	10%	nt
28	Cc1ccc(N(C(=O)Cn2nnc(-c3ccc(C)o3)n2)C(C(=O)NC2CCCC2)c2ccco2)cc1 (configuration not stated)	2%	9%	7%	8%	1%	28µM*	-2%	13%
29	[N-]=[N+]=CC(=O)CNC(=O)[C@@H](Cc1ccccc1)N1C(=O)c2ccccc2C1=O	-6%	-10%	2%	0%	-8%	4%	1%	-5%
30	O=S(=O)(NCc1ccccc1)c1ccccc1Br	8%&3%	1%	5%&-3%	3%	nt	nt	2%	nt

Additional structures follow.
no.	mol	GAA spleen mod	GAA glycogen	GLA spleen mod	KDM4E inh	ALDH1A1 block	SMN2 splice up	GoLoco inh red	GAA inh
31	CC1=NC(C)Cc2ccccc21 (configuration not stated)	2%	0%	8%	5%	2%	-2%	5%	-8%
32	COc1ccccc1CN1CCCC2(CCN(C(C)=O)CC2)C1	6%	nt	10%	nt	-13%	-9%	1%	nt
33	CC(=O)c1ccc(NS(=O)(=O)c2ccc(CC(C)C)cc2)cc1	8%	-22%	15%	0%	6.3µM*	-78%[inhibitor]	-10%	-1%
34	N#CC(c1ccc(Cl)cc1)c1nc2ccccc2nc1C(F)(F)F (configuration not stated)	4%	-3%	2%	-19%	?	-22%	-3%	-2%
35	CN(C)S(=O)(=O)c1ccc(C(=O)OCC(=O)NCc2ccco2)cc1	8%	5%	4%	-5%	15µM*	-23%	26%	9%
36	O=C(NO)C1CC2C=CC1C2 (configuration not stated)	-7%	-9%	-2%	?	6%	-20%	2%	1%
37	Cc1ccccc1NC(=O)C1CC(=O)N(Cc2ccccc2)C1 (configuration not stated)	7%	6%	4%	-7%	1%	0%	6%	-2%
38	CCOC(=O)c1cc2c(=O)n3ccccc3nc2n(Cc2ccco2)c1=NC(=O)c1ccc(OC)cc1	?	5%	?	?	?	-11%&-1%	161%[activator]	?
39	Clc1ccc(-c2ccccc2)nn1	-2%	2%	7%	2%	nt	nt	4%	nt
40	COC(=O)[C@H]1C[C@@H]1[C@H](NC(=O)c1cccnc1)c1ccccc1	0%	nt	-6%	-3%	?	-11%	-5%	nt
41	CCN1CCN(c2nc(-c3ccccn3)nc3ccccc23)CC1	-11%	5%	-9%	-7%	-1%	?	0%	1%
42	COC(=O)Nc1ccc(OCc2ccccc2)cc1	-4%	0%	24%	-6%	-5%	13µM*	10%	-2%
43	Cc1cc(Cl)c(S(=O)(=O)NCC2CCCO2)cc1OCC(N)=O (configuration not stated)	-2%	3%	-4%	10%	-6%	?	6%	-7%
44	CCC(=O)N1CCN(c2ccc(NC(=O)c3ccco3)cc2)CC1	-6%	1%	-18%	2%	-3%	nt	-4%	4%
45	O=c1c2cc(Cl)ccc2[nH]c(=S)n1Cc1cccs1	3%	1%	0%	-4%	?	-17%	-4%	2%
46	COC(=O)c1cccc(-n2cnnn2)c1	1%	3%	3%	3%	3%	-12%	4%	4%
47	CCCCNc1c(N)n(CC(C)C)c(=O)[nH]c1=O	9%	-2%	6%	?	?	1%	7%	1%
48	COC(=O)n1c(=O)oc2cc(S(=O)(=O)N3CCCCC3)ccc21	-4%	7%	4%	2%	-1%	-12%	-1%	-13%
49	Cc1cc(=O)[nH]c(N/N=C/c2ccccn2)n1	0%	10%	-8%	-1%	-13%	-20%[1.84 µM]	-3%	-5%
50	CCOc1ccc(S(=O)(=O)NC(Cc2cnc[nH]2)C(=O)O)cc1 (configuration not stated)	-3%	-8%	0%	7%	2%	5%	-3%	4%
51	COc1ccc2c(c1)CCc1cc(C(=O)O)sc1-2	27%	0%	?	?	nt	nt	3%	nt

Excerpt, nos. 39 to 47
no.	mol	GAA spleen mod	GAA glycogen	GLA spleen mod	KDM4E inh	ALDH1A1 block	SMN2 splice up	GoLoco inh red	GAA inh
39	Clc1ccc(-c2ccccc2)nn1	-2%	2%	7%	2%	nt	nt	4%	nt
40	COC(=O)[C@H]1C[C@@H]1[C@H](NC(=O)c1cccnc1)c1ccccc1	0%	nt	-6%	-3%	?	-11%	-5%	nt
41	CCN1CCN(c2nc(-c3ccccn3)nc3ccccc23)CC1	-11%	5%	-9%	-7%	-1%	?	0%	1%
42	COC(=O)Nc1ccc(OCc2ccccc2)cc1	-4%	0%	24%	-6%	-5%	13µM*	10%	-2%
43	Cc1cc(Cl)c(S(=O)(=O)NCC2CCCO2)cc1OCC(N)=O (configuration not stated)	-2%	3%	-4%	10%	-6%	?	6%	-7%
44	CCC(=O)N1CCN(c2ccc(NC(=O)c3ccco3)cc2)CC1	-6%	1%	-18%	2%	-3%	nt	-4%	4%
45	O=c1c2cc(Cl)ccc2[nH]c(=S)n1Cc1cccs1	3%	1%	0%	-4%	?	-17%	-4%	2%
46	COC(=O)c1cccc(-n2cnnn2)c1	1%	3%	3%	3%	3%	-12%	4%	4%
47	CCCCNc1c(N)n(CC(C)C)c(=O)[nH]c1=O	9%	-2%	6%	?	?	1%	7%	1%
